# HP1b binding inh – HTS for Inhibitors of HP1-beta Chromodomain Interactions with Methylated Histone Tails | Chromobox protein homolog 1 (Homo sapiens), P83916 | Potency, µM (doses to about 114 µM), for inactives: at the top dose activity change, negative = inhibition, most hits filed as inhibitors | AlphaScreen HP1-beta / biotin-H3K9me3 peptide binding | 390,000 compounds, 0.56% hits; also: nearly all actives have a fitted effect of over 70% in size; inactives centre near 23
#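 AlphaScreen: HP1-beta (50 nM) preformed 30 min with biotin-H3(1-18)K9me3 peptide (50 nM) in PBS pH 7.4, 0.01% Tween-20. Compound added for 30 min at RT, then streptavidin donor/nickel chelate acceptor beads (10 ug/mL) for 30 min.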
# rTrxR1 inhibitor – qHTS Assay for Inhibitors of Mammalian Selenoprotein Thioredoxin Reductase 1 (TrxR1): qHTS | Thioredoxin reductase 1, cytoplasmic (Rattus norvegicus), O89049 | recombinant rTrxR1, NADPH fluorescence consumption, selenite substrate | Potency, µM (highest dose often 114 µM), inactives show at the highest dose activity change, negative = inhibition, hits mostly inhibitors | 390,000 compounds, 1% hits; also: % is scaled to controls: 0 for no effect and ±100 for the full control effect; nearly all actives have a fitted effect of over 65% in size
#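 Rat TrxR1 (90 nM in the dispensed reagent) was pre-reduced with 400 uM NADPH for 5 min at room temperature, then incubated with compound for 15 min. After 400 uM selenite was added, NADPH fluorescence (Ex 340/Em 450 nm) was followed for 8 min.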
# ERG-DNA inh – qHTS for Small Molecule Inhibitors of the ERG Ets/DNA interaction | 370,000 compounds, 0.028% hits | Transcriptional regulator ERG (Homo sapiens), P11308 | Potency, µM (doses to about 76.9 µM), without a hit: at the top dose FP activity, negative = inhibition, most hits filed as inhibitors | AID 624246, 2012 | fluorescence polarization, His-ERG Ets domain / labelled DNA; active = well fitted inhibition curve with a large enough effect in the polarisation, with a control signal flat; inconclusive = small, poorly fitted or top-dose-only effect, or effect the other way, or a change in a side signal; inactive = no such curve, though single readings can be large or run the other way; the % refers to the polarisation;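 also: polarization taken with two DNA probes labelled with fluorescein and Texas red; % of control where 0% means no effect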
#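 His-tagged ERG Ets domain (1 uM in the protein solution; 300mM KCl, 50mM Tris-HCl, 1mM EDTA, 1mM DTT, pH 7.5) received compound, then a probe mix of 5 nM fluorescein-DNA and 100nM Texas-615-DNA. Fluorescence polarization was read for both dyes.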
# JMJD2A Tudor inh – qHTS Assay for Inhibitors of JMJD2A-Tudor Domain | Lysine-specific demethylase 4A (Homo sapiens), O75164 | 390,000 compounds, 4.4% hits | AlphaScreen JMJD2A-Tudor / H3K4me3 peptide binding | Potency, µM (doses to about 114 µM), inactives show top-dose activity change, negative = inhibition, hits mostly inhibitors; also: % is scaled to controls: 0 for no effect and ±100 for the full control effect; nearly all actives have a fitted effect of over 50% in size
# Target sequence (O75164 whole entry, looked up, the tested form may be a part): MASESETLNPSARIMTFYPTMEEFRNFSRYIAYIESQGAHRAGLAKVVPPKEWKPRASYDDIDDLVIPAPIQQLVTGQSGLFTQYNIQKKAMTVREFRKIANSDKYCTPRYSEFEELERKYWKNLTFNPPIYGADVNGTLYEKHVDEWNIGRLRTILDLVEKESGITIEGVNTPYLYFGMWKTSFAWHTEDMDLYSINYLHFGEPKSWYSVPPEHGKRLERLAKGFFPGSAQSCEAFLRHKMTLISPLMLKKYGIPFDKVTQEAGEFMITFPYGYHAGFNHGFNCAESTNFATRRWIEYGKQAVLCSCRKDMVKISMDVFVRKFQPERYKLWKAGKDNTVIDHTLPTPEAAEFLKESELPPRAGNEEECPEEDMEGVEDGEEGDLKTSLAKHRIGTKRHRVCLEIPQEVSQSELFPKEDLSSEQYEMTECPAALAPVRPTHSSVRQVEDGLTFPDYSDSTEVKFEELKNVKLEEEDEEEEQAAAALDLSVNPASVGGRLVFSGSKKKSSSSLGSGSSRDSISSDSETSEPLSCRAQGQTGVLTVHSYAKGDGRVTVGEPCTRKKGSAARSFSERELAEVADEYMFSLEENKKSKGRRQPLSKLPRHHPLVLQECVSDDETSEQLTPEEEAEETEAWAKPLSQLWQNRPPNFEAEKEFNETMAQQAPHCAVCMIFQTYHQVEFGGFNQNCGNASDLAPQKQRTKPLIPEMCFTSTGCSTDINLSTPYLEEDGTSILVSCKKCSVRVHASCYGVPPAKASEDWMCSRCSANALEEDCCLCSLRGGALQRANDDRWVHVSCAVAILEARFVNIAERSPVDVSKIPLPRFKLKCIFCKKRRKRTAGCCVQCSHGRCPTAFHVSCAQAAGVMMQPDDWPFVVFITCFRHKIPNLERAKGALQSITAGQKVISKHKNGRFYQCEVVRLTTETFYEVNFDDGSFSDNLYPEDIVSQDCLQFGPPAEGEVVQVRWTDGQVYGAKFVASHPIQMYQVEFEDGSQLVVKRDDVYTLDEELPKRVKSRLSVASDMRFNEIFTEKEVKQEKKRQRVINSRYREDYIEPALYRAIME
# Pin1 inhibitor – qHTS Assay to Find Inhibitors of Pin1; Peptidyl-prolyl cis-trans isomerase NIMA-interacting 1 (Homo sapiens), Q13526; Pin1 FP peptide displacement, HiFluor488, 10 min; Potency, µM (titrated, usually from 115 µM), for inactives: at the highest dose activity, negative = inhibition, usual class: inhibitors; 390,000 compounds, 0.009% hits; active = well fitted inhibition curve with a large enough effect in the polarisation, with a control signal flat, not every such curve was filed as active; inconclusive = small, poorly fitted or top-dose-only effect, or effect the other way, or a change in a side signal; inactive = no such curve, though single readings can be large or run the other way; the % refers to the polarisation; also: % is scaled to controls: 0 for no effect and ±100 for the full control effect
# PGK inhibitor – qHTS Assay to Find Inhibitors of Phosphoglycerate Kinase. PGK/GAPDH coupled, Kinase-Glo luminescence, 60 min. Potency, µM (highest dose often 57.5 µM), without a hit: top-dose activity change, negative = inhibition, most hits filed as inhibitors. Phosphoglycerate kinase, glycosomal (Trypanosoma brucei brucei), P07378. 380,000 compounds, 0.043% hits; also: % is scaled to controls: 0 for no effect and ±100 for the full control effect; nearly all actives have a fitted effect of over 60% in size
#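 Luminescent ATP detection (Kinase-Glo Plus) follows a 60-minute room-temperature incubation, with wells lacking PGK as controls. Buffer: 100 mM TEA (pH 7.6), 5 mM MgCl2, 0.01% Tween-20. Coupling enzyme GAPDH (100 nM final) supplies unstable 1,3-BPG in-well.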
# GLS inh – qHTS for Inhibitors of Glutaminase (GLS). Glutaminase kidney isoform, mitochondrial (Homo sapiens), O94925. GLS enzymatic activity, qHTS titration. Potency, µM (series often up to 45.5 µM), without a hit: at the top dose activity change, negative = inhibition, actives largely listed as inhibitors. 410,000 compounds, 0.21% hits. AID 624170, 2012; also: % is scaled to controls: 0 for no effect and ±100 for the full control effect
#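 Assay buffer: 45 mM KH2PO4 pH 8.2, 0.02% Tween-20. hKGA acts on L-glutamine (1 mM solution added); product glutamate is reported by an oxidase/peroxidase Amplex Red coupling, with fluorescence taken at baseline and 30 min.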
# ALOX12 inh – Primary qHTS assay for inhibitors of human arachidonate 12S-lipoxygenase (ALOX12): Round 2 | Polyunsaturated fatty acid lipoxygenase ALOX12 (Homo sapiens), P18054 | purified 12hLO, xylenol orange hydroperoxide absorbance | Potency, µM (series often up to 108 µM), for the others: at the highest dose activity change, negative = inhibition, actives largely listed as inhibitors | 580,000 compounds, 1.1% hits; also: % is scaled to controls: 0 for no effect and ±100 for the full control effect
#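 Purified human 12hLO (150 nM final) in 25 mM Hepes, 0.01% Triton X-100, pH 7.0 was preincubated 15 min at room temperature with compound. Then 40 uM arachidonic acid was added, 30 min. Hydroperoxide was read by Fe-XO absorbance ratio 573/405 nm.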
# RGS4 inhibitor – Inhibitors of Regulator of G Protein Signaling (RGS) 4: qHTS; Transcreener GDP fluorescence polarization, RGS4-accelerated GTP hydrolysis; Potency, µM (series often up to 114 µM), for inactives: at the top dose activity change, negative = inhibition, most hits filed as inhibitors; 390,000 compounds, 0.039% hits; also: % is scaled to controls: 0 for no effect and ±100 for the full control effect; nearly all actives have a fitted effect of over 75% in size; some results filed as inactive show a strong effect at the top dose
#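 MLSMR compounds (23 nl, pin-transferred) preincubated 10 min at room temperature with a 500nM (2x) first reagent, then RGS4 at 900nM (2x) plus Transcreener GDP mix added; fluorescence polarization (620/688 nm) read before and after 90 min at 30 °C.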
# * marks the source's active call; other numbers are inactive results; i = inactive; ? = inconclusive; · = no result given; [ ] = another dose, or the depositor's remark. Unless noted, calls follow the shape of the dose curve; as a rule, active = well fitted curve in the direction sought with a large enough effect; inconclusive = small, poorly fitted or top-dose-only effect, or another doubt; inactive = no such curve, though single readings can be large; an effect the other way counts as inactive or inconclusive. Potency is read from the fitted curve at half-maximal effect.
SMILES,HP1b binding inh,rTrxR1 inhibitor,ERG-DNA inh,JMJD2A Tudor inh,Pin1 inhibitor,PGK inhibitor,GLS inh,ALOX12 inh,RGS4 inhibitor
CCc1ccccc1N(CC)C(=O)c1cc2c(s1)-c1ccccc1OC2,149%[activator],52%[activator],2%,150%[activator],5%,-2%,3%,-30%,-1%
O=C(CSc1nc2ccccc2c(=O)n1-c1ccccc1F)NC1CC1,18%[57 µM],25%[57.1 µM],-1%,-3%,-6%,-2%,-12%,-3%,5%
O=C(CSc1nc2cccnc2n1Cc1ccccc1)N1CCCC1,?,-5%,-9%,32µM*,-1%,i,22%,-19%,-59%[56.9 µM]
Cc1ccc(C(=O)COc2ccccc2C(=O)Nc2ccccc2)cc1,30%,29%,-1%,-10%,39%[activator],·,-6%,3%,-25%
COc1ccc(Oc2coc3c(CN4CCOCC4)c(O)ccc3c2=O)cc1,35%[activator],?,-1%,-1%,5%,3%,25%,0%,21%
C/C(=N\OC(=O)c1ccccc1F)c1nccs1,22%,11%,-2%,-6%,-9%,-6%,5%,1%,4%
CCC(C)c1ccc(NC(=O)C/C(C)=N/NC(=O)c2cnccn2)cc1 (configuration not stated),23%,-11%,·,-17%,1%,7%,6%,-8%,2%
CC(C)(C)c1ccccc1NC(=O)c1ccc2c(c1)SC1=NS(=O)(=O)CCN12,-1%,18%,-18%,-31%,1%,-4%,-1%,-1%,-12%
CCOC(=O)N1CCN(C(=O)C2CC(c3ccccc3OC)=NO2)CC1 (configuration not stated),16%,9%[57.1 µM],-5%,-14%,1%,-4%,-11%,19%,-2%
CC(=O)c1cc(-c2ccc(F)cc2)n(CC(=O)NC(C)c2ccccc2)c1C (configuration not stated),37%,11%[57.1 µM],-4%,4%,10%,8%,-6%,?,1%
COc1cc(/C=N/NC2=NCCCCC2)ccc1O,38%,7%,-2%,-4%,-3%,i,0%,0%,-9%
COc1ccc2[nH]c3c4c(ccc3c2c1)C(=O)C=CC4=O,?,50µM*,44%[activator],?,33%[activator],3%,?,?,-110%

# Two compounds drawn at random from the list so far, as already listed:
SMILES,HP1b binding inh,rTrxR1 inhibitor,ERG-DNA inh,JMJD2A Tudor inh,Pin1 inhibitor,PGK inhibitor,GLS inh,ALOX12 inh,RGS4 inhibitor
CC(C)(C)c1ccccc1NC(=O)c1ccc2c(c1)SC1=NS(=O)(=O)CCN12,-1%,18%,-18%,-31%,1%,-4%,-1%,-1%,-12%
C/C(=N\OC(=O)c1ccccc1F)c1nccs1,22%,11%,-2%,-6%,-9%,-6%,5%,1%,4%

# Other entries:
SMILES,HP1b binding inh,rTrxR1 inhibitor,ERG-DNA inh,JMJD2A Tudor inh,Pin1 inhibitor,PGK inhibitor,GLS inh,ALOX12 inh,RGS4 inhibitor
O=C(NCCCN1CCOCC1)C(=O)N/N=C/c1cccc2ccccc12,31%,17%[11.4 µM],8%[15.4 µM],-5%,-5%,1%,-7%,147%[activator],8%
COC(=O)c1c(NC(=O)C(=O)NCC2CCCO2)sc2c1CC(C)(C)OC2 (configuration not stated),29%,2%,-7%,-24%,-2%,7%,-3%,2%,18%
COC(=O)c1ccc(OCC2c3cc(OC)c(OC)cc3CCN2C(=O)c2ccc(OC)cc2)cc1 (configuration not stated),-22%,7%[57.1 µM],5%,-34%,2%,-2%,4%,6%,4%
COC(=O)[C@@H](NC(=O)Nc1ccc(C(C)=O)cc1)C(C)C,17%,29%,0%,-7%,-1%,-4%,8%,8%,20%
COc1ccc(-c2nc3c4ccccc4ccn3c2CN2CCOCC2)cc1OC,4%,21%,7%,-30%,-4%,0%,5%,?,21%
CCSc1nnc(NC(=O)NC2CCCCC2)s1,25%,14%,-4%,-13%,7%,-3%,-9%,11%,33%
O=C(CC(c1ccccc1)C1CCCCC1=O)c1ccccc1 (configuration not stated),43%[activator],2%,·,-1%,-3%,6%,1%,-7%,-25%
O=C(CNC(=O)C(c1ccccc1)c1ccccc1)OCc1ccccc1,73%[activator],8%[57.1 µM],0%,-1%,0%,i,-9%,-10%,-15%
CC(NC(=S)Nc1c(Cl)cccc1OC(F)F)C(C)(C)C (configuration not stated),50%[activator],-13%,-11%,-2%,-1%,0%,6%,-16%,5%
CCOc1ccc(Nc2nc(N)c([N+](=O)[O-])c(N3CCN(CC)CC3)n2)cc1,?,20%,4%,?,5%,-6%,8%,?,10%
Cc1ccc(NC(=O)C2CC(=O)N/C(=N/N=C/c3ccco3)S2)cc1 (configuration not stated),27%,-7%,-17%,1%,24%,5%,20%,0%,19%
CCn1c(SCC(=O)Nc2cc(C)on2)nnc1-c1cccc(C)c1,20%,13%,-1%,-12%,?,6%,-4%,2%,-5%
O=C(O)CC(CC(=O)O)n1cccc1,16%,-27%[57.1 µM],-3%,-29%,0%,-7%,-3%,-13%,9%
O=C(CN(C(=O)c1csnn1)c1ccccc1F)NCc1ccccc1,37%,19%[57.1 µM],1%,1%,1%,i,-6%,-13%,-21%
Cc1cnc(NC(=O)c2nn(C)cc2[N+](=O)[O-])s1,20%,-5%[57.1 µM],-10%,-7%,1%,5%,1%,-6%,22%
CC(=NNC(=S)N1CC2CCC(CC2)C1)c1cccc(C)n1,?,?,·,22µM*,-2%,-5%,24%,-10%,-31%
Cc1ccc(N2CN(Cc3ccco3)CNC2=S)cc1,-2%,8%[57.1 µM],10%,-20%,-3%,-5%,-5%,-12%,16%
Cc1cc(OCC(=O)NCC(C)C)cc(C)c1Br,52%[activator],3%,6%,22%,-9%,-9%,4%,-1%,23%
COc1ccc(C(=O)NC(=S)NNC(=O)c2ccc3ccccc3n2)cc1,-23%,16%[11.4 µM],0%,50µM*,?,i,5%,?,-40%
CS(=O)(=O)Nc1ccccc1C(=O)Nc1ccccc1Cl,36%,-1%,-7%,1%,-1%,-3%,5%,12%,-32%
N#Cc1c(-c2ccccc2)c(-c2ccccc2)n[nH]c1=O,10%,3%,-11%,-7%,-4%,-5%,8%,10%,25%
C=CCN1C=C2C(=O)C(C)(OC(=O)CCc3ccccc3)C(=O)C=C2C=C1c1ccc(C#N)cc1 (configuration not stated),15%,-11%[57.1 µM],-9%,-26%,?,-5%,-4%,-19%,-30%
O=c1[nH]c(/C=C\c2cccc(C(F)(F)F)c2)nc(O)c1[N+](=O)[O-],5%,-10%[57.1 µM],0%,-9%,·,-10%,-5%,?,-9%
O=C(COc1ccc2ccccc2c1Br)N1CCCCC1,55%[activator],6%,13%,-1%,-14%,0%,1%,·,-12%
CCOc1ccc(CNC(=O)CCS(=O)(=O)c2cc3c(cc2Cl)NC(=O)CO3)cc1OC,47%[activator],1%,5%,5%,-6%,-8%,-3%,-10%,-9%
Clc1cccc(Cl)c1CN1CCN(c2ncccn2)CC1,65%[activator],22%,5%,-2%,-6%,-13%,-9%,?,-9%
CCOC(=O)C(=O)NCC(c1ccco1)S(=O)(=O)c1cccs1 (configuration not stated),25%,?,-1%,11µM*,-5%,-3%,-10%,-13%,-15%
CCOC(=O)C1=C(CS(=O)(=O)c2ccc(F)cc2)NC(=O)NC1c1cc(OC)c(O)c(OC)c1 (configuration not stated),26%,20%,-16%,-4%,4%,1%,-7%,?,13%
Cc1noc(C)c1COc1ccc(C(=O)N2CCN(S(=O)(=O)c3ccc(Cl)cc3)CC2)cc1,34%,-6%,1%,-12%,6%,-2%,-1%,·,1%
COc1ccc(C(=O)Nc2ccc(CN3CCOCC3)cc2)cc1Br,39%[activator],16%,18%,-11%,-3%,-1%,0%,?,6%
COc1ccc(NC2CCCN(C(=O)CCc3ccccc3F)C2)cc1 (configuration not stated),6%,25%[57.1 µM],-3%,?,-8%,-1%,-6%,44%[activator],-22%[56.9 µM]
N#Cc1ncc(Cl)c2ccccc12,36%,26%,-8%,-6%,1%,-7%,-2%,95%[activator],7%
Cc1ccc(-c2c(C(=O)N/N=C/c3ccncc3)nnn2-c2nonc2N)cc1,68%[activator],18%,5%,3%,3%,-2%,2%,21%,-20%
Clc1ccc(CSc2nnc(CNc3cccc(Cl)c3)o2)cc1,94%[activator],13%[57.1 µM],-14%,61%[activator],5%,-10%,3%,?,-20%
Cc1cccc(OCC(=O)Nc2ccc3c(c2)OCO3)c1C,30%[activator],2%[57.1 µM],-1%,6%,-1%,-9%,-1%,?,-20%
Cc1cccc(-c2oc3ccccc3c2C#CCCO)c1,47%[activator],-23%,4%,4%,14%,-3%,-7%,?,-12%
CN(C)C(=O)N1CCC(C(=O)N2CCCC(C(=O)c3cccc4ccccc34)C2)CC1 (configuration not stated),22%,16%[57.1 µM],8%,11%,0%,5%,-9%,0%,-5%

# The list is partial. The share of hits here may be higher or lower than overall.
